FN deposition inh = fibronectin deposition inhibition; AID 743247; inhibition, % at 12.6 µM; 0.086% of 350,000 active; AH1F fibroblasts, Alexa488-fibronectin deposition fluorescence, overnight;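 active = mean inhibition across replicates of 30% or more, regardless of how many single replicates reach that level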;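 note: positive control wells lacked labelled fibronectin entirely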
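Material: AH1F fibroblast monolayer depositing Alexa488-labelled fibronectin into matrix / Amount: 10000 AH1F cells per well / Signal: fluorescence 485/525 nm / Medium: DMEM, 2% serum / Compound: single dose, pinned / Incubation: 1 h cell adhesion before compound, then overnight fibronectin incubation / Reagent: Alexa488-FN, 24 nM final / Read-out: inhibition of fibronectin deposition signal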
RAD52 anneal inh = inhibitors of human RAD52 DNA annealing | P43351 | recombinant RAD52 DNA annealing, FRET fluorescence | AID 651710 | inhibition, % at 18.7 µM | 0.46% of 360,000 active;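 active = every replicate showing at least 50% inhibition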
Target sequence (P43351 whole entry, looked up): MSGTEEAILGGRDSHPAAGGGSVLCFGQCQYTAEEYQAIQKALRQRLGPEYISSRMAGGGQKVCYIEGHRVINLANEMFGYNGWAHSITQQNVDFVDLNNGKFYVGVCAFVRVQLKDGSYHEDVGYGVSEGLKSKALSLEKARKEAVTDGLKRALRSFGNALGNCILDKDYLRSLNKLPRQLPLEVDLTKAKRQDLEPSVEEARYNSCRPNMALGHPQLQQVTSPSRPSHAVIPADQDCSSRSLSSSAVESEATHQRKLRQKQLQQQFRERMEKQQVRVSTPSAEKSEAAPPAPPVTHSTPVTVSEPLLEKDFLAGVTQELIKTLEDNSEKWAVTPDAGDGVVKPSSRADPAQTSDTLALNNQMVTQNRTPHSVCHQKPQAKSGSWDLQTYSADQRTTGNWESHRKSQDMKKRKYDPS
EWS-Fli block = inhibitors of EWS/Fli oncoprotein transcriptional activity | AID 651661 | A673 NR0B1-luciferase reporter, viability-normalised | 0.67% of 350,000 active | inhibition, % at 12.6 µM;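 active = mean inhibition of at least 50% after viability correction, with every replicate also passing that limit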;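 note: firefly luciferase signal divided by Alamar Blue viability fluorescence both relative to DMSO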
esBAF inh = SWI/SNF esBAF complex inhibition; mouse ES cells, Bmi1-luciferase knock-in reporter, 24 h; 100% = twice the neutral-well signal; reporter increase, % at 12.5 µM; 2% of 350,000 active; AID 602393; in the data active = activation above about 40%;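 note: 0% = median of the plate's neutral control wells and 100% = double that signal; a rise in the Bmi1 reporter signal indicates esBAF inhibition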
XiGFP reactiv = reactivates the inactive X chromosome in mouse fibroblasts; AID 743238; activation, % at 7.58 µM; XiGFP mouse fibroblasts, % GFP-positive cells imaging, 3 d; cells co-treated with 5-aza-dC sensitizer; scaled so ellipticine positive control = 100%; 0.055% of 360,000 active;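 active = mean normalized replicate activation at least 10% and every replicate at or above 10%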;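 note: 0% = median of on-plate neutral control wells and 100% = ellipticine 6 µM median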
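Material: SV40-immortalized XiGFP fibroblast cells, line 68-5-11 | Buffer or medium: DMEM containing 5-aza-dC | Dosing: One concentration, pinned | Times: 3 d treatment, 15 min room-temperature fixation | Controls: Ellipticine 6 µM positive control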
E-sel inducer = induces E-selectin expression in human endothelial cells; P16581; HUVEC E-selectin immunofluorescence imaging; normalized: neutral wells 0, TNF-alpha wells 100; activation, % at 7.58 µM; 0.37% of 260,000 active; AID 686992;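 active = mean E-selectin-positive cell signal at least 10% of the positive control, reached in at least 60% of replicates, without over 20% cell loss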;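 note: in these data hits start at about 27%; measured in HUVEC primary endothelial cells; signal is the percent of cells scored E-selectin positive by PE staining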
Target sequence (P16581 whole entry, looked up): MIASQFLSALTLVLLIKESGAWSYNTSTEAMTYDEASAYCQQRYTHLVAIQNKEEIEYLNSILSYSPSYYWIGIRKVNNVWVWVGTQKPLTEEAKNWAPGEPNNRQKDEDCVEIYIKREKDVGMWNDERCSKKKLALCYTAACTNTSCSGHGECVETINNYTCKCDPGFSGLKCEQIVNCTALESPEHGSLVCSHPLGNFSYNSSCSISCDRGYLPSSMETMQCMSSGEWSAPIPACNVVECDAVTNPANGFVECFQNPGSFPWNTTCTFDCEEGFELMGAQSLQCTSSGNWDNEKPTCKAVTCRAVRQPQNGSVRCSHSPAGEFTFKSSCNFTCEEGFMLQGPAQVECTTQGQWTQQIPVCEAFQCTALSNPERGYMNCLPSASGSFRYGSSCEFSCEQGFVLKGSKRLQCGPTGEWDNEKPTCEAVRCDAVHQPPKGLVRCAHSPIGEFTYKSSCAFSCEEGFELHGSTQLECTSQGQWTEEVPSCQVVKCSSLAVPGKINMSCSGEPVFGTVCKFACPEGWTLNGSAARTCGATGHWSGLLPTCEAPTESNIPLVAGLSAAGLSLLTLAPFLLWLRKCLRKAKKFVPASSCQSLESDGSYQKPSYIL
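Test system: HUVEC; input: 3,000 HUVEC/well; measured by: immunofluorescence imaging; read-out: % PE-positive cells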
RAD54 branch = RAD54 (human) branch migration inhibition | Q92698 | RAD54 Holliday junction branch migration, FAM/BHQ fluorescence | inhibition, % at 10.4 µM | 0.14% of 360,000 active;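 active = mean normalized replicate activity at least 40 and at least half of replicates scoring 40 or more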;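 note: 0% = median of neutral control wells and 100% = median of positive control wells; inhibitors cause a drop in the FAM fluorescence signal; in these data hits start at about 50%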
S100A4 inh HTS = S100A4-myosin IIA interaction inhibition; P26447; S100A4/TAMRA-MyoIIA peptide fluorescence polarization; inhibition, % at 10.7 µM; 0.14% of 360,000 active; AID 652163;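 active = mean inhibition of at least 70% across replicates, with every replicate also reaching that level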
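Test system: S100A4 monomer protein; Medium: HEPES pH 7.2 with CaCl2, KCl, NaCl, DTT, Triton; Probe or stimulus: TAMRA-labelled myosin IIA heavy-chain peptide probe, 5 nM; Doses: one dose per compound; Times: polarization read 5 min after assay mix addition, stable 5–60 min; Benchmarks: neutral control DMSO, positive control TFP.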
The depositor's hits bear a star; / = not tested or not shown; & = joins results of further samples.

structure,FN deposition inh,RAD52 anneal inh,EWS-Fli block,esBAF inh,XiGFP reactiv,E-sel inducer,RAD54 branch,S100A4 inh HTS
Cc1nn(S(=O)(=O)c2cccc([N+](=O)[O-])c2)c(C)c1S(=O)(=O)N1CCOCC1,7,-10,/,-4,0.1,9.4,-4,-6
COc1ccc(S(=O)(=O)N2CCN(c3ccc(F)cc3)CC2)cc1OC,0,-12,17,-5,0.0,-0.3,-7,-4
C=CC[C@@H](CC(=O)N[C@H](CO)Cc1ccccc1)C(=O)NCCOC(=O)[C@@H](CC=C)CC(=O)OC(C)(C)C,3,-18,-2,-2,0.0,0.3,5,5
COc1ccc(CN(C(=O)CNC(=O)c2ccco2)C(C(=O)NCC2CCCO2)c2ccc(OC)c(OC)c2)cc1 (stereo not given),3,-11,-7,-5,0.1,0.1,7,-6
COc1ccc(CCNC(=O)c2ccc(-c3ccc([N+](=O)[O-])cc3)o2)cc1OC,0,-22,-6,/,1.2,0.1,/,-6
COc1cc(C(O)C(=O)O)ccc1O (stereo not given),-5,-1,-2,12,-0.3,0.2,-4,2
COc1ccc(NC(=O)CSc2nccn2Cc2ccc(F)cc2)cc1,9,1,-14,0,-0.1,-4.1,-11,2
CC(C)(C)c1ccc(C(=O)N2CCC(C(=O)c3ccccc3)CC2)cc1,-4,3,-1,0,0.3,-0.1,13,2
C[C@@H]1CN([C@@H](C)CO)C(=O)Cc2cc(NC(=O)Nc3cccc4ccccc34)ccc2O[C@@H]1CN(C)Cc1ccc(-c2ccccc2)cc1,/,-3,-3,-1,0.1,0.7,-2,8
COc1ccc(N(C(=O)c2cnccn2)C(C(=O)NC2CCCCC2)c2ccc(O)cc2)cc1 (stereo not given),10,-17,-8,-4,0.0,/,/,-4
O=C1c2ccccc2C(c2nnnn2Cc2ccccc2)N1Cc1cccc(F)c1 (stereo not given),-1&1,-7&-12,-2&-6,/,0.1&0.2,4.5&-2.0,/,1&-6
O=C(C[C@H]1C[C@@H]2c3cc(NC(=O)Nc4ccc(C(F)(F)F)cc4)ccc3O[C@@H]2[C@@H](CO)O1)NCc1cc(F)ccc1F,/,5,-2,4,0.0,1.0,-4,-63
Cc1ccc(-c2cc(C(=O)NCCCN3CCCC3)c3ccccc3n2)cc1C,-2,16,/,6,0.1,0.2,2,2
COc1ccc(C(C)NC(=O)Cc2cccs2)cc1OC (stereo not given),6,-9,8,/,0.0,-0.1,5,1
O=C(NC(=S)Nc1cc([N+](=O)[O-])ccc1O)C1CC1,/,-7,/,10,0.1,0.1,-1,20
O=C(NCc1ccccc1)C(c1ccc(-c2ccccc2)cc1)N1CCN(c2ccccc2F)CC1 (stereo not given),4,-9,1,/,0.6,0.1,/,-1
Fc1cccc(Cc2noc(CN3CCCCC3c3ccccn3)n2)c1 (stereo not given),-5,-8,9,/,0.0,/,/,-3
Cc1ccc(NC(=O)CN2C(=O)C(C)Oc3ccccc32)nc1 (stereo not given),/,-4,-1,11,/,/,2,-4
C[C@H](CO)N1C[C@H](C)[C@@H](CN(C)Cc2ccc(-c3ccccc3)cc2)Oc2ccc(N(C)C)cc2C1=O,/,4,4,1,0.0,/,-9,-4
COc1ccc(CNC(=O)c2ccc(-c3ccc(F)c(F)c3)c3ccoc23)cc1OC,-4,-6,-2,-4,0.0,-0.5,6,1
Cc1cc(C)c2c(CN3CCN(c4ccccc4)CC3)cc(=O)oc2c1,1,-10,-18,-14,0.0,/,13,-4
CCn1c(=S)sc2c(=O)n(CC(=O)Nc3cccc(OC)c3)c(C)nc21,-1,-5,2,2,0.2,0.0,3,0
CC(C)(C)NCC(=Cc1ccccc1)C(=O)c1ccccc1,13,8,57*,/,0.0,-1.4,/,-2
C/C(N)=C(/C#N)C(=O)COC(=O)CCSc1ccccc1,11&6,-1,-3,-8,0.0,-0.4,-1,1
CC(C(=O)Nc1ccccc1Br)N1c2cccc3cccc(c23)S1(=O)=O (stereo not given),-10,-8,/,-1,0.1,-0.9,10,-1

9 entries out of the list, ordered by SMILES length, rising:
structure,FN deposition inh,RAD52 anneal inh,EWS-Fli block,esBAF inh,XiGFP reactiv,E-sel inducer,RAD54 branch,S100A4 inh HTS
COc1cc(C(O)C(=O)O)ccc1O (stereo not given),-5,-1,-2,12,-0.3,0.2,-4,2
COc1ccc(C(C)NC(=O)Cc2cccs2)cc1OC (stereo not given),6,-9,8,/,0.0,-0.1,5,1
Cc1cc(C)c2c(CN3CCN(c4ccccc4)CC3)cc(=O)oc2c1,1,-10,-18,-14,0.0,/,13,-4
O=C1c2ccccc2C(c2nnnn2Cc2ccccc2)N1Cc1cccc(F)c1 (stereo not given),-1&1,-7&-12,-2&-6,/,0.1&0.2,4.5&-2.0,/,1&-6
CC(C)(C)c1ccc(C(=O)N2CCC(C(=O)c3ccccc3)CC2)cc1,-4,3,-1,0,0.3,-0.1,13,2
COc1ccc(CNC(=O)c2ccc(-c3ccc(F)c(F)c3)c3ccoc23)cc1OC,-4,-6,-2,-4,0.0,-0.5,6,1
C[C@H](CO)N1C[C@H](C)[C@@H](CN(C)Cc2ccc(-c3ccccc3)cc2)Oc2ccc(N(C)C)cc2C1=O,/,4,4,1,0.0,/,-9,-4
C=CC[C@@H](CC(=O)N[C@H](CO)Cc1ccccc1)C(=O)NCCOC(=O)[C@@H](CC=C)CC(=O)OC(C)(C)C,3,-18,-2,-2,0.0,0.3,5,5
C[C@@H]1CN([C@@H](C)CO)C(=O)Cc2cc(NC(=O)Nc3cccc4ccccc34)ccc2O[C@@H]1CN(C)Cc1ccc(-c2ccccc2)cc1,/,-3,-3,-1,0.1,0.7,-2,8

Next entries follow:
structure,FN deposition inh,RAD52 anneal inh,EWS-Fli block,esBAF inh,XiGFP reactiv,E-sel inducer,RAD54 branch,S100A4 inh HTS
CC1CCCCN1Cc1c(O)ccc2c(=O)c(-c3ccccc3)coc12 (stereo not given),/,-9,2,1,0.2,/,13,-1
COc1ccc(C(=O)N2CCC[C@H]2C(=O)N2CCC[C@@H]2C(=O)NCc2ccccc2)cc1F,-4,-8,-11,/,0.2,0.3,/,-9
CC(=O)OCCCN(C)CC/C=C1/c2ccccc2CSc2ccccc21,-7,18,10,/,-0.1,/,/,-3
CCc1cccc(C)c1NC(=O)CN(C)Cc1ccccc1F,6,/,/,/,-0.3,1.4,-15,/
Nc1nnc(SCC(=O)NNC(=O)c2ccc([N+](=O)[O-])cc2)s1,-7,-8,8,2,0.3,/,6,1
C[C@@H]1CN([C@@H](C)CO)C(=O)c2cc(NC(=O)NC3CCCCC3)ccc2O[C@H]1CN(C)C(=O)Nc1ccc2c(c1)OCO2,15,-5,-13,10,-0.1,0.3,-5,0
O=C(CCCc1ccccc1)Nc1ccnn1C1CCN(Cc2ccccn2)CC1,-2,-20,/,/,0.1,0.2,-12,3
N#Cc1cnc(SCC(=O)Nc2ccccc2C(F)(F)F)nc1N,/,-24,1,6,/,/,/,11
Cc1ccc(C)c(S(=O)(=O)N(C)c2ccc(OC(=O)C3CCN(C(=O)Nc4ccccc4)CC3)cc2)c1,3,-16,2,-5,0.2,2.1,4,2
O=C(CCc1nnc(CCc2ccccc2)o1)N1CCCC1c1nccs1 (stereo not given),2,-11,-28,9,0.3,8.2,/,0
COc1ccc(CNC(C)C(=O)Nc2ccc3ccccc3c2)cc1OC (stereo not given),0,-9,2,/,0.0,0.8,/,3
COC(=O)CCCCC(=O)OC,/,6,-1,-6,/,/,-5,7
COc1cccc(-c2ccc3c(c2)O[C@@H](CN(C)C(=O)C2CCC2)[C@@H](C)CN([C@@H](C)CO)S3(=O)=O)c1,/,5,9,4,-0.7,-0.3,-4,-26
O=C(NCc1ccc(OC(F)(F)F)cc1)c1cc(-c2ccccc2)nn1CC1CC(c2cccnc2)=NO1 (stereo not given),28,/,2,-5,0.1,-0.2,1,/
O=C(COC(=O)c1cc(-c2ccc(F)cc2)nc2ccccc12)NCC1CCCO1 (stereo not given),-21,-13,-4,/,0.2,/,/,7
Cc1ccc(C(=O)N[C@H](C(=O)N2CCN(c3ccccc3F)CC2)C(C)C)cc1,-1,-3,7,1,0.0,0.3,14,0
COc1ccc(NC(=O)N(C)C[C@H]2Oc3c(NC(=O)c4cc(C)nn4C)cccc3C(=O)N([C@H](C)CO)C[C@H]2C)cc1,/,9,/,1,0.2,/,6,-4
Cc1nnc(SCc2cc([N+](=O)[O-])cc3c2OCOC3)[nH]c1=O,1,-21,13,4,0.7,2.3,-3,-7
Cc1ccc(S(=O)(=O)Nc2cccc3c2O[C@H](CN(C)C(=O)NC(C)C)[C@H](C)CN([C@H](C)CO)C3=O)cc1,/,4,-8,-1,-0.1,0.0,1,-18
N#C/C(=C/c1ccc(-c2cc([N+](=O)[O-])ccc2Cl)o1)C(N)=O,18,-16,18,/,0.0,10,/,-3
COCCn1c(SCC(=O)NC(=O)NC2CCCC2)nc2ccccc2c1=O,2,-15,9,-28,-0.1,-0.5,-5,0
CCCCNC(=O)C[C@H]1C[C@@]2(C(=O)OC)C(=C[C@H](C(C)C)O[C@@H]2C2CC2)N(Cc2ccccc2)C1=O,4,3,-1,/,0.0,0.0,/,-5
CN1C(=O)c2cc(NC(=O)c3ccc(F)cc3)ccc2OC[C@@H]2O[C@@H](CC(=O)N3CCOCC3)CC[C@H]21,9,0,3,6,0.0,0.0,1,-7
CCC(=O)Nc1ccc2c(c1)C(=O)N(C)[C@H]1CC[C@@H](CC(=O)NCCc3ccncc3)O[C@@H]1CO2,-11,-5,4,-2,0.0,0.1,-1,3
O=C(C[C@@H]1C=C[C@H](NS(=O)(=O)c2ccc(F)cc2)[C@@H](CO)O1)N1CCC(Cc2ccccc2)CC1,0,-2,9,-5,-0.3,-0.4,0,3
Cc1ccc(NC(=O)/C(=C\c2cccnc2)NC(=O)c2ccccc2)cc1,-1,1,-2,-3,0.1,-0.2,11,2
Cc1ccc(Cc2c(C3CCCCC3)nc3ccc(Br)cn23)cc1,-6,-27,-31,16,0.1,0.1,-6,-4
COc1ccccc1NC(=S)NCc1ccc(Cl)cc1,-8,-5,1,-5,0.0,/,2,3
CC1=C(C(=O)N2CCCCCC2)CC(CC(=O)NC2CC2)C(=O)N1Cc1ccccc1 (stereo not given),7,-12,-6,-6,-0.1,0.0,-9,-14
COc1ccccc1C(=O)COC(=O)Cn1nc(C)c([N+](=O)[O-])c1C,/,4,-3,1,0.0,/,/,4
NC(N)=NS(=O)(=O)c1ccc(NC(=S)NC(=O)/C=C/c2ccco2)cc1,-1,/,/,-7,0.1,/,1,/
Cc1cc(C(=O)C(C)OC(=O)c2ccc(NC(=O)CC#N)cc2)c(C)n1-c1ccccc1 (stereo not given),2,-53,4,0,-0.1,2.5,2,-7

Assay outcomes from PubChem BioAssay.
